Compound activity from PubChem BioAssay.
AGP1 TOR yeast: modulators of AGP1-GFP expression in yeast TOR pathway, primary screen, cell-based, multiplex flow cytometry, S. cerevisiae, MLPCN library. 3 h; GFP as percent of DMSO wells. GFP response vs DMSO, % at 10 µM. actives 0.02% (n = 320,000);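 active means GFP response relative to DMSO above a set limit, near screen average plus 3 SD, cut at about 150% in these data; inconclusive means fewer than 70 cells counted for the yeast strain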;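 further: median GFP channel fluorescence of the gated AGP1 strain per well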
VLA-4 inh: inhibition in human VLA-4 binding assay, primary screen, VLA-4 allosteric modulator project, MLPCN library, flow cytometry, VLA-4 expressing cells; actives 0.2% (n = 330,000); Integrin alpha-4 (Homo sapiens), P13612; inhibition, % (about 7 µM as worked out from the volumes in the protocol); ligand binding flow cytometry; in the data active means inhibition above about 50%
GRK2 inh: compounds blocking aptamer binding on GRK2 – biochemical, human GRK2, bead flow cytometry, HTS, primary screen. FAM-aptamer displacement from GRK2. actives 0.59% (n = 330,000). inhibition of aptamer binding, % at 10 µM. AID 488847, 2010. Beta-adrenergic receptor kinase 1 (Homo sapiens), P25098;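 active means inhibition of aptamer binding above 40%, roughly 3 SD of noise, on plates passing a quality check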;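 further: median bead fluorescence of bound FAM aptamer so fluorescent compounds give negative values; no value below 0 was filed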
Target sequence (P25098 whole entry, looked up): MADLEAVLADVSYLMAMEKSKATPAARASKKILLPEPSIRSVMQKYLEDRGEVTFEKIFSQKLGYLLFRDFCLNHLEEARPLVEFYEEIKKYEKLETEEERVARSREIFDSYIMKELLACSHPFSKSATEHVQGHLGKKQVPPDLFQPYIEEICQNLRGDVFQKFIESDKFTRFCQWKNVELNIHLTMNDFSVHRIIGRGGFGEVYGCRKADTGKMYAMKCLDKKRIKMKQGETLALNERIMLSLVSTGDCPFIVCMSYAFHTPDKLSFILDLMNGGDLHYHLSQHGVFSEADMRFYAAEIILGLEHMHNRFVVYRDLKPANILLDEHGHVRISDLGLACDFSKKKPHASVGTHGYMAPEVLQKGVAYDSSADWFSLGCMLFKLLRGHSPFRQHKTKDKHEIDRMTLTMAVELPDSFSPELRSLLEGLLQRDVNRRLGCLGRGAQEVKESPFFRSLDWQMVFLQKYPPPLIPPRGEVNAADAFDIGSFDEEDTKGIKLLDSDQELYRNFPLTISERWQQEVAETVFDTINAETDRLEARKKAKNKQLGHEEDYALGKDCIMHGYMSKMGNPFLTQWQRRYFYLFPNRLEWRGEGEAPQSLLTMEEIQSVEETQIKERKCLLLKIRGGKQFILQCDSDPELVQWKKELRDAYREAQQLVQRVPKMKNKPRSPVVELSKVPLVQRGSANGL
CIT2-GFP yeast: modulators of CIT2-GFP expression in yeast, primary screen, S. cerevisiae, GFP fusion, multiplex flow cytometry, MLPCN library; S. cerevisiae CIT2-GFP strain, 3 h; 100 means same as DMSO wells; GFP response vs DMSO, % at 10 µM; actives 0.065% (n = 320,000); AID 2029, 2009;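 active means GFP response relative to DMSO above a set limit, near the screen mean plus 3 SD, cut at about 150% in these data; inconclusive means Fewer than 70 cells measured for a yeast strain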;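 further: ratio of well median GFP fluorescence to mean of DMSO wells on the plate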
RPL19A TOR yeast: RPL19A-GFP expression modulators in yeast, primary screen, cell-based, S. cerevisiae, multiplex flow cytometry, MLPCN; S. cerevisiae RPL19A-GFP strain, 3 h; stronger effect = lower value; percent response vs DMSO, % at 10 µM; actives 0.3% (n = 330,000);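 active means percent response vs DMSO below 50%; inconclusive means fewer than 70 events counted for the yeast strain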;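 further: median channel GFP fluorescence of the barcoded RPL19A-GFP strain; ratio of sample median GFP to plate DMSO average so 100% = DMSO; lower means less RPL19A-GFP as with rapamycin TOR inhibition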
LAP4 TOR yeast: modulators of LAP4-GFP expression in yeast, primary screen, S. cerevisiae, multiplex flow cytometry, MLPCN library. 3 h; median GFP as percent of DMSO wells. GFP response vs DMSO, % at 10 µM. actives 0.34% (n = 320,000);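 active means GFP response vs DMSO above a set limit, about the screen mean plus 3 SD, cut at about 150% in these data; inconclusive means under 70 cell events counted for the yeast strain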
MEP2 TOR yeast: modulators of MEP2-GFP levels in yeast, primary screen, S. cerevisiae, multiplex flow cytometry, MLPCN library. S. cerevisiae MEP2-GFP strain, 3 h; 100% = DMSO control level. GFP response vs DMSO, % at 10 µM. actives 0.51% (n = 330,000). AID 2016, 2009;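 active means GFP response versus DMSO above a set limit, roughly screen mean plus 3 SD, cut at about 180% in these data; inconclusive means fewer than 70 cells counted for a yeast strain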;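 further: median GFP fluorescence of the barcode-gated MEP2-GFP cells per well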
GASC-1 inh: inhibitors of GASC-1 histone demethylase, primary screen, biochemical, fluorescence, DELFIA europium; Lysine-specific demethylase 4C (Homo sapiens), Q9H3R0; GST-JMJD2C(1-420) H3K9me3 demethylation; inhibition, % at 2.35 µM; actives 0.069% (n = 330,000);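 active means more than half of a compound's replicate wells show inhibition beyond 50%, single wells judged on their own value; inconclusive means some, but no more than half, of replicates pass 50% inhibition; inactive means no replicate passes 50% inhibition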;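 further: signal counts dimethyl H3K9 product captured on neutravidin plate; 0% = median of DMSO wells and 100% = 0.3 times that DMSO median; strong numbers were not always called active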
Target sequence (Q9H3R0 1-420 limits assumed): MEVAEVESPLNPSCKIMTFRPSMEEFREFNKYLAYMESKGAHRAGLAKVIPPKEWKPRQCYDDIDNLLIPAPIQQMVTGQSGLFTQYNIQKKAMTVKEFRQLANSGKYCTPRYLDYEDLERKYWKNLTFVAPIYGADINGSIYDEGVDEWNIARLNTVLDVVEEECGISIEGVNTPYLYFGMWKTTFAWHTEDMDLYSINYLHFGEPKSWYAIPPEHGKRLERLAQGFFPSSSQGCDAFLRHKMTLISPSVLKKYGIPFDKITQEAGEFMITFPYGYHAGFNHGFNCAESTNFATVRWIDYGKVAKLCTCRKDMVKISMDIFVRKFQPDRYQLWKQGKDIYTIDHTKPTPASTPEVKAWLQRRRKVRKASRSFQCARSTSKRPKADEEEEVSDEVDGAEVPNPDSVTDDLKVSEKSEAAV
The depositor's hits bear a star; u = inconclusive; x = not tested or not shown; & = joins results of further samples. Random draw from the library (roughly 1.7% active in at least one column).

SMILES	AGP1 TOR yeast	VLA-4 inh	GRK2 inh	CIT2-GFP yeast	RPL19A TOR yeast	LAP4 TOR yeast	MEP2 TOR yeast	GASC-1 inh
Cc1nnsc1C(=O)NCc1c(F)cccc1Cl	102	-13	4	107	112	99	124	0
O=C(/C=C/c1ccco1)NCCc1ccccc1	101	10	1	92	102	123	99	2
CCCC(=O)N1CCN(S(=O)(=O)c2cc(Cl)ccc2OC)CC1	95	37	0	107	100	97	107	-4
CN1CCN(CC(=O)C23CC4CC(CC(C4)C2)C3)CC1	x	2	0	99	95	98	103	1
C/C(CC(=O)Nc1ccc(N(C)C)cc1)=N\NC(=O)c1ccc([N+](=O)[O-])cc1	99	-5	3	101	107	97	107	14
O=C(Nc1ccc(N2CCOCC2)cc1)c1ccc2ncsc2c1	94	11	0	95	97	96	93	0
CC1(OC(=O)C2CCCC2)C(=O)C=C2C=C(c3ccsc3)N(C3CC3)C=C2C1=O (stereo not drawn)	96	-9	6	91	102	86	104	-1
Cc1ccc(S(=O)(=O)N2CCCC2C(=O)NCCc2ccccc2)cc1 (stereo not drawn)	108	-12	0	103	95	101	92	16
CCCC(=O)NNC(=O)CCC(=O)Nc1ccccc1Cl	83	6	0	96	97	106	92	3
Cc1ccc2c(c1)CCCN2C(=O)C1CCCO1 (stereo not drawn)	95	-1	1	93	96	98	101	18
CCOC(=O)COn1c(=O)c(-c2cc3ccccc3o2)[n+]([O-])c2ccccc21	92	-27	0	94	92	98	102	-5
COc1ccccc1NS(=O)(=O)c1cc(NC(=O)Nc2ccc(Cl)cc2Cl)ccc1N1CCCCC1	102	22	0	100	97	105	106	-4
COc1ccccc1CNC(=O)CCN1C(=O)c2ccccc2C1=O	97	-3	1	104	94	102	113	-30
CC(C)CN(c1ccccc1)S(=O)(=O)c1nnc(NC(=O)c2ccco2)s1	95	4	4	96	98	87	100	39
Cc1ccc(Sc2ccc(NC(=O)CCl)cc2)c(C)c1	92	0	0	99	99	113	102	0
O=C(NCc1ccccc1Cl)c1ccccc1CCc1ccccc1	90	6	0	92	102	83	100	-11
COCCNC(=O)c1ccccc1NC(=O)c1cccc([N+](=O)[O-])c1C	100	-8	0	95	96	107	93	9
COc1cccc(N2CCN(C(=O)c3ccc(CS(=O)c4ccccc4Cl)o3)CC2)c1 (stereo not drawn)	103	29	3	111	102	106	113	9
COc1ccc(/C=C/C(=O)OCC(=O)NCc2ccco2)cc1OC	102	8	3	104	101	102	101	0
CCCCSC1(SCCCC)N=C(N)C2(C#N)C(c3ccccc3)NC(C)=C(C)C12C#N (stereo not drawn)	90	3	0	85	93	88	90	-2

Five compounds from above with just AGP1 TOR yeast, VLA-4 inh and LAP4 TOR yeast.
molecule	AGP1 TOR yeast	VLA-4 inh	LAP4 TOR yeast
O=C(NCc1ccccc1Cl)c1ccccc1CCc1ccccc1	90	6	83
Cc1ccc(Sc2ccc(NC(=O)CCl)cc2)c(C)c1	92	0	113
CC(C)CN(c1ccccc1)S(=O)(=O)c1nnc(NC(=O)c2ccco2)s1	95	4	87
COc1ccccc1CNC(=O)CCN1C(=O)c2ccccc2C1=O	97	-3	102
COc1ccccc1NS(=O)(=O)c1cc(NC(=O)Nc2ccc(Cl)cc2Cl)ccc1N1CCCCC1	102	22	105

Other records follow:
SMILES	AGP1 TOR yeast	VLA-4 inh	GRK2 inh	CIT2-GFP yeast	RPL19A TOR yeast	LAP4 TOR yeast	MEP2 TOR yeast	GASC-1 inh
CCc1ccc(C2=NNC(=Nc3cccc(S(=O)(=O)N(C)C)c3)SC2)cc1	98	11	4	93	101	105	101	11
Nc1nc(SCC(=O)Nc2cccc(F)c2)n[nH]1	104	0	0	103	103	100	106	2
CC(C)CNC(=S)N1CCC(Cc2ccccc2)CC1	94	14	0	82	104	114	101	0
Cc1ccc(C(CNS(=O)(=O)c2ccc(F)cc2)N2CCN(C)CC2)cc1 (stereo not drawn)	114	0	0	100	99	112	96	1
O=C(NCc1ccccc1)C(c1ccc(F)cc1)N(C(=O)c1csnn1)C1CC1 (stereo not drawn)	99	-1	0	98	99	90	103	-5
COc1ccccc1NC(=O)C(C)OC(=O)Cc1n[nH]c(=O)c2ccccc12 (stereo not drawn)	113	14	0	98	105	113	103	-6
C=CC[C@@H](CC(=O)NCCO)C(=O)N[C@@H](COC(=O)[C@@H](CC=C)Cc1ccc(F)cc1)Cc1c[nH]c2ccccc12	97	18	3	95	96	98	97	1
CCNC(=O)N1CCN(C(=O)NCC)CC1	102	7	0	99	99	97	100	2
NS(=O)(=O)c1ccc(CCNC(=O)CSc2nc3ccccc3c(=O)n2CCC(=O)N2CCCCC2)cc1	u	0	0	106	109	113	u	3
Cc1nc(-c2cc(-c3nc(-c4ccc(C(F)(F)F)cc4)no3)no2)cs1	103	-1	2	98	97	103	90	-2
CCCN(CCC)CC(=O)NCC1(c2ccccc2)CCOCC1	95	1	0	x	96	85	94	8
CCSc1nnc(NC(=O)[C@@H](NC(=O)c2ccccc2)C(C)C)s1	86	-1	0	91	94	78	96	3
O=c1[nH]nc(SCCS(=O)(=O)c2ccc(F)cc2)n1-c1ccccc1	98	0	0	87	93	101	90	-2
CCCCCCC(=O)N(O)C1CC(=O)N(Cc2ccccc2)C1=O (stereo not drawn)	u	2	1	u	u	u	u	-21
Cc1nn(Cc2ccccc2)c(Cl)c1C(=O)OC(C)C#N (stereo not drawn)	102	7	0	92	95	107	95	6
O=c1cc(CSc2ccc(Cl)cc2)nc(-c2ccccc2)[nH]1	102	-4	5	104	99	98	100	-1
O=C(Oc1cccc(C(=S)N2CCOCC2)c1)c1cc([N+](=O)[O-])cc([N+](=O)[O-])c1	93	2	1	95	95	98	93	3
Cc1noc(C)c1CSCC(=O)OCC(=O)NC1CCCCC1	105	7	0	99	102	102	106	-6
O=C(N/N=C1\CCCc2ccccc21)c1cccc([N+](=O)[O-])c1	93	32	4	91	95	98	94	4
CS(=O)(=O)c1ccc(Oc2ccc(-c3nnco3)cc2)c([N+](=O)[O-])c1	93	9	1	94	97	90	96	-18
O=S(=O)(c1ccc(-c2nnc(SCc3ccccc3)o2)cc1)N1CCCC1	96	24	0	98	97	99	102	-1
CC(C)c1ccc(NC(=O)C2C3C=CC4(CN(Cc5cccnc5)C(=O)C24)O3)cc1 (stereo not drawn)	100	4	0	104	105	94	107	14
COc1ccc(CCNC(=O)COC(=O)/C=C/c2cccc(F)c2)cc1	93	-8	0	92	95	99	101	0
Cc1c(NC(=O)c2ccccc2)c(=O)n(-c2ccccc2)n1C	x	8	0	116	90	110	107	-1
Nc1nnc(SCc2coc(-c3ccc(Cl)cc3)n2)s1	95	-21	3	95	96	98	96	0
COCCn1c(SCC(=O)Nc2ccc(Cl)c(S(=O)(=O)N(C)C)c2)nc2ccccc21	103	6	3	93	100	104	97	-1
CNc1nnc(Sc2ncccc2[N+](=O)[O-])s1	100	4	0	98	98	110	94	-14
CCCc1nc2ccccc2c(C(=O)OCC(=O)Nc2cccc(S(=O)(=O)N3CCOCC3)c2)c1CC	95	10	8	96	98	94	99	-1
COc1ccc(NC(=O)C(=O)N2N=C(C(C)C)CC2(O)C(F)(F)F)cc1 (stereo not drawn)	101	-5	1	104	101	109	102	7
COc1ccc(C(=O)NC(=S)N2CCCCC2)cc1	103	-10	5	101	98	105	103	174
CC(=O)N1CCN(S(=O)(=O)c2cccc(C(=O)NC3CCC(C)CC3)c2)CC1 (stereo not drawn)	103	6	0	99	97	94	92	5
COc1ccc(/C=N/NC(=O)c2cccc(NC(=O)c3ccc(Cl)cc3)c2)c(OC)c1	99	3	0	94	100	98	100	2
O=C(COC(=O)/C=C/c1ccccc1)NC1CC1	102	8	3	110	102	95	101	4
CCN(CC)c1ccc(C(=O)OCC(=O)c2ccco2)cc1	97	-2	8	93	101	105	104	-10
N#CCSc1nc2ccc(N3CCCCC3)cc2c(=O)n1Cc1ccccc1	111	19	0	82	94	96	92	2&-4
Cc1cc(S(=O)(=O)NCc2ccccc2)ccc1OCC(=O)NCC1CCCO1 (stereo not drawn)	103	4	0	97	96	103	95	3
Cc1cccc(C(=O)NC2CC(C)(C)NC(C)(C)C2)c1	104	-2	0	105	101	101	101	-1
NC(=O)CSc1ncnc2c1cnn2Cc1ccccc1	103	-34	0	96	103	104	104	-7
Nn1c(=O)[nH]c2c([nH]c3ccccc32)c1=O	103	-6	2	101	100	93	95	126
O=C(NCc1cccnc1)c1ccc(S(=O)(=O)N2CCOCC2)cc1	78	24	2	66	109	93	97	10
COc1cc(-c2nc(-c3cccnc3)no2)cc(OC)c1OC	91	10	2	98	106	98	103	-10
CC(=O)Nc1ccc(NS(=O)(=O)C(F)(F)F)cc1	106	-18	0	96	103	95	103	17
COc1ccccc1C(CCNS(=O)(=O)c1ccc(C)cc1)c1ccco1 (stereo not drawn)	97	-10	7	98	101	93	103	5
Cc1ccccc1NC(=O)CN1CCN(C)CC1	104	-6	6	120	101	97	106	0
O=C(C1=C[C@H](c2csc3ccccc23)C[C@H](OCCCCO)O1)N1CCN(Cc2ccc3c(c2)OCO3)CC1	80	1	1	66	98	129	92	2
COc1ccc(NC(=O)CN(C)C(=O)CNC(=O)C2CCCCC2)cc1	104	-6	1	103	107	106	101	4
Cc1cc(=O)[nH]c2cc(O)ccc12	106	6	2	106	104	101	107	3
CSc1cccc(NC(=O)CSc2ncccc2C(=O)Oc2cccc([N+](=O)[O-])c2)c1	89	17	0	83	93	89	81	11
NC(=O)[C@H]1CC2(CC(c3cccc(NC(=O)[C@H]4CCC(=O)N4)c3)=NO2)CN1C(=O)c1ccccc1 (stereo partly drawn)	86	51*	8	91	99	129	90	-5
COCc1c(C(=O)OCC(=O)N2c3ccccc3CC2C)oc2ccccc12 (stereo not drawn)	103	0	2	99	101	98	97	-3
Next part.
SMILES	AGP1 TOR yeast	VLA-4 inh	GRK2 inh	CIT2-GFP yeast	RPL19A TOR yeast	LAP4 TOR yeast	MEP2 TOR yeast	GASC-1 inh
COc1ccc(COC(=O)C2CCN(S(=O)(=O)c3ccc(Cl)cc3)CC2)cc1	111	-8	2	102	102	103	101	2
O=C(CCc1[nH]c2ccccc2c1Sc1ccccc1)NCCO	97	-5	0	93	103	101	104	-2
Cc1ccccc1NC(=O)Cc1nc(COC(=O)c2cccc(C)c2O)cs1	95	13	0	98	102	99	102	2
Cc1ccc2nc(NCCO)nc(-c3ccccc3)c2c1	107	8	8	107	106	104	102	7
O=S(=O)(NCC(c1cccnc1)N1CCN(c2ccc(F)cc2)CC1)c1ccccc1 (stereo not drawn)	100	13	0	94	96	93	96	-14
Cc1ccc(C)c(C(=O)COC(=O)c2ccc(C)c(S(=O)(=O)N3CCOCC3)c2)c1	93	2	13	94	93	88	91	1
CCN(CC)S(=O)(=O)c1ccc(NC(=O)Cn2c(=O)oc3ccccc32)cc1	103	7	3	x	102	88	99	-13&-2
Cc1ccc(NC(=S)NNC(=O)Nc2ccccc2)cc1	105	5	0	106	96	105	102	10
Cc1ccccc1CS(=O)(=O)Cc1ccc(C(=O)NCCCN2CCCC2=O)o1	100	6	0	97	101	100	108	1
Cc1ccc(/C=N/NC(=O)CCn2nc(C)cc2C)c(C)c1	104	18	0	102	100	101	101	0
